Screening data: PubChem, National Center for Advancing Translational Sciences (NCATS)
TRPV1 ag: HTS Assay for Compounds that Act as Agonists of the Vanilloid Receptor 1; activation, % at 8.33 µM; actives 0.19% (n = 320,000); TRPV1-expressing cells, Fluo-8 calcium influx, agonist mode; Transient receptor potential cation channel subfamily V member 1 (Homo sapiens), Q8NER1; in the data active = activation above about 80%; inconclusive = between about 30% and that limit; note: 0% is about no effect
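Cells expressing TRPV1 were dye-loaded with Fluo-8 and read kinetically: 10 s baseline, 3 min after compound (agonist portion), then 2 min after EC20 capsaicin (allosteric enhancer portion). Calcium-bound dye fluorescence at 480/520 nm.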
PKM2 act: qHTS Assay for Activators of Human Muscle isoform 2 Pyruvate Kinase | Pyruvate kinase PKM (Homo sapiens), P14618 | purified PKM2, Kinase-Glo ATP luminescence, activation; response scale: 0% is enzyme alone, no compound | Potency, µM (series often up to 57.5 µM), for inactives: at the highest dose activation, usual class: activators | actives 0.34% (n = 260,000) | AID 1631, 2009; note: potency is the fitted concentration of half-maximal effect; % is set by controls: 0 for no effect and ±100 for the full control effect; nearly all actives have a fitted effect of over 55% in size
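Kinase-Glo luminescence reports ATP generated from ADP (0.1 mM) and PEP (0.5 mM) by purified hPK-M2 after 1 h at room temperature, pH 7.2 imidazole buffer; intermediate enzyme activity allows detecting inhibitors and activators.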
hERG WT inh: qHTS for Inhibitors of KCHN2 3.1: Wildtype qHTS | activity change, % at 1.84 µM | Voltage-gated inwardly rectifying potassium channel KCNH2 (Homo sapiens), Q12809 | actives 0.37% (n = 340,000) | AID 720551, 2013 | U2OS, BacMam KCNH2, thallium flux FluxOr; hits give low values;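 active = maximum activity change below -70%; inconclusive = maximum activity change between -70% and -50%; inactive = maximum activity change above -50%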; note: % is set by controls: 0 for no effect and ±100 for the full control effect
Target sequence (Q12809 whole entry, looked up): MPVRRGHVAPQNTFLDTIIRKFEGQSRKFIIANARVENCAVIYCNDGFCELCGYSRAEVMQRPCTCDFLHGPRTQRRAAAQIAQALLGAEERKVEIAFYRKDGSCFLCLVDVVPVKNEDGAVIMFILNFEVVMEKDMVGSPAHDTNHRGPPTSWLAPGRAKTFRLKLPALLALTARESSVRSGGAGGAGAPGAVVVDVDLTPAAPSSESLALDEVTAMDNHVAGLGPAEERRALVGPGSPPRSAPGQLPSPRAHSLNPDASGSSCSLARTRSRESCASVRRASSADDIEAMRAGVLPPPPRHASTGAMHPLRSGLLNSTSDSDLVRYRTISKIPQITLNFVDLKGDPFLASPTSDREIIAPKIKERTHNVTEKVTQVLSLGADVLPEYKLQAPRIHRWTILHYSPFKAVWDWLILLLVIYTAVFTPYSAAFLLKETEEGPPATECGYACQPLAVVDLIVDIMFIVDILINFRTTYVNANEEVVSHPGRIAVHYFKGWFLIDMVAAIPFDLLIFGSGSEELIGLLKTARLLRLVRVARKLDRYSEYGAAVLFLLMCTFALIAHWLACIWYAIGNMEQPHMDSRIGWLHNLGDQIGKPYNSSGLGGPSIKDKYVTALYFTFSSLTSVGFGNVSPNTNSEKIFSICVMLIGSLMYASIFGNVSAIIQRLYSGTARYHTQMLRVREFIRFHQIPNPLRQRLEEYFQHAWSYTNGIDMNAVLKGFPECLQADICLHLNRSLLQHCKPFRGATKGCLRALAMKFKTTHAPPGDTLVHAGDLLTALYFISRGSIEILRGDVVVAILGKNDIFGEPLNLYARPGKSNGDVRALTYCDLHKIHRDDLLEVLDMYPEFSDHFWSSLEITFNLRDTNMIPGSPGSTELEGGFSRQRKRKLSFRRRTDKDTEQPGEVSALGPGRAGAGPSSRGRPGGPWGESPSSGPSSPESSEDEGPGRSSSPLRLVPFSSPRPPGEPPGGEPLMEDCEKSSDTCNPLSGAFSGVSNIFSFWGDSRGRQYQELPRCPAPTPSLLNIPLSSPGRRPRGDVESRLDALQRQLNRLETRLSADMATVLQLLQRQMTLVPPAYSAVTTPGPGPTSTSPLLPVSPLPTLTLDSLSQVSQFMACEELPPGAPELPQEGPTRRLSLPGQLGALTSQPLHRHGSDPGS
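U2OS cells were transduced with wild-type KCNH2 virus (2.03 x 10^8 / mL) for 4 h at room temperature, then cultured overnight at 37 C. Thallium flux was read with FluxOr dye. Rate constants were normalized to DMSO controls.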
B2AR arrestin: qHTS assay of beta-arrestin-biased ligands of beta2-adrenergic receptor; Beta-2 adrenergic receptor (Homo sapiens), P07550; AID 492947, 2010; beta-arrestin recruitment to beta2AR, cell-based reporter; actives 0.02% (n = 330,000); Potency, µM (highest dose often 46.1 µM), inactives show at the top dose activation, usual class: activators;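 note: potency is the fitted concentration of half-maximal effect; 0% = DMSO controls and full agonism = EC100 isoproterenol or metaproterenol; nearly all actives have a fitted effect of over 65% in size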
GALK inh: qHTS Assay for Inhibitors of Human Galactokinase (GALK); P51570; Purified GALK, Kinase-Glo residual ATP luminescence; Potency, µM (top dose mostly 57.5 µM), for inactives: top-dose activity change, negative = inhibition, hits mostly inhibitors; actives 0.007% (n = 270,000); AID 1868, 2009; note: potency is the fitted concentration of half-maximal effect; % is set by controls: 0 for no effect and ±100 for the full control effect
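Human GALK (5 nM) with 35 uM ATP and 100 uM galactose in 20 mM HEPES pH 8.0, 5 mM MgCl2, 60 mM NaCl, 1 mM DTT, 0.01% BSA. After 1 h at room temperature, leftover ATP was read by Kinase-Glo Plus luminescence.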
FBPA coupling cs: qHTS Assay for Inhibitors of Fructose-1,6-bisphosphate Aldolase from Giardia Lamblia: Coupling assay counterscreen | activity change, negative = inhibition, % at 58.2 µM, hits read low | AID 2472, 2010 | coupling enzyme system counterscreen, AmpLite Red fluorescence | actives 0.67% (n = 290,000); in the data active = activity change below about -30%; note: % is set by controls: 0 for no effect and ±100 for the full control effect
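Counterscreen lacking aldolase: glyceraldehyde-3-phosphate coupling-enzyme reagent preincubated 10 min at RT with compound (at 57.5 uM final), then substrate/coupling system with AmpLite Red added; fluorescence read at 525/598 nm after 20 min RT.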
Giardia killer: Small Molecules that selectively kill Giardia lamblia: qHTS; Giardia lamblia trophozoite viability; activity change, % at 7.66 µM, hits read low; actives 0.15% (n = 340,000); AID 540267, 2011; in the data active = activity change below about -80%; inconclusive = between about -30% and that limit;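 note: parasites exposed to compound for two days anaerobically before the ATP read; % is set by controls: 0 for no effect and ±100 for the full control effect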
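Killing of trophozoites was scored by loss of ATP luminescence after a 48 hrs anaerobic exposure to compounds at 37 deg C, using 100 cells per well.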
KCNH2 3.1 block: qHTS for Inhibitors of KCHN2 3.1: Mutant qHTS; Potassium voltage-gated channel subfamily H member 2, brain isoform KCNH2 3.1 (human); U2OS KCNH2 3.1, thallium flux FluxOr; hits give low values; activity change, % (tested at about 1.8 µM); actives 0.95% (n = 340,000);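 active = maximum activity change below -70%; inconclusive = maximum activity change from -70% to -50%; inactive = maximum activity change above -50%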;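 note: thallium influx rate constant from kinetic fluorescence after stimulation buffer; % is set by controls: 0 for no effect and ±100 for the full control effect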
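Kinetic fluorescence (2 min after stimulation buffer) measures Tl+ influx through KCNH2 3.1 expressed by viral transduction in U2OS cells; the rate constant is normalized against DMSO controls serving as positive and negative references.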
MLL CXXC-DNA inh: qHTS Fluorescence Polarization Assay for Inhibitors of MLL CXXC domain - DNA interaction | MLL-CXXC / FITC-HOXA9 DNA fluorescence polarization | Potency, µM (top dose mostly 115 µM), without a hit: at the highest dose activity change, negative = inhibition, hits mostly inhibitors | actives 0.037% (n = 290,000) | AID 2662, 2010; active = well fitted inhibition curve with a large enough effect in the polarisation, with a control signal flat, not every such curve was filed as active; inconclusive = small, poorly fitted or top-dose-only effect, or effect the other way, or a change in a side signal; inactive = no such curve, though single readings can be large or run the other way; the % refers to the polarisation; note: potency is the fitted concentration of half-maximal effect
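Fluorescence polarization: 7 uM MLL-CXXC (stock) preincubated 5 min with compounds, then 50 nM fluorescein-HOX-A9 DNA (stock) added; 30 min ambient. Buffer 50 mM Tris-HCl pH 7.5, 50 mM NaCl, 1 mM DTT, 0.05% BSA.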
USP2a inh: qHTS Assay for Inhibitors of Ubiquitin-specific Protease USP2a Using CHOP2 as the Reporter. Ubiquitin carboxyl-terminal hydrolase 2 (Homo sapiens), O75604. USP2 core, Ub-CHOP2 coupled fluorogenic reporter, 485/531. Potency, µM (titrated, usually from 38.3 µM), without a hit: at the top dose activity change, negative = inhibition, usual class: inhibitors. actives 0.01% (n = 330,000). AID 463254, 2010;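 note: potency is the fitted concentration of half-maximal effect; plate controls were DMSO wells for no effect and full inhibition by NEM control for full effect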
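Cell-free coupled assay: 10nM USP2 core preincubated 30min RT with compound in Tris-HCl pH 8.0/CaCl2/CHAPS buffer, then 25nM Ub-CHOP2 and 25nM reporter substrate; fluorescence (Ex 485/Em 531) read after 60min RT, normalized to NEM inhibition, concentration-response curves fitted.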
Menin MLL FP TR: qHTS Assay for Inhibitors Targeting the Menin-MLL Interaction in MLL Related Leukemias: Competition With Texas Red Labeled MLL-derived Mutant Peptide | O00255 | Menin + Texas Red MLL mutant peptide, fluorescence polarization | Potency, µM (top dose mostly 61.6 µM), inactives show at the top dose FP activity change, negative = inhibition, most hits filed as inhibitors | actives 0.23% (n = 270,000); active = well fitted inhibition curve with a large enough effect in the polarisation, with a control signal flat, not every such curve was filed as active; inconclusive = small, poorly fitted or top-dose-only effect, or effect the other way, or a change in a side signal; inactive = no such curve, though single readings can be large or run the other way; the % refers to the polarisation; note: potency is the fitted concentration of half-maximal effect; % of control where 0% means no effect; many of its hits are not listed in these tables
* = called active by the depositor; ? = inconclusive; / = not tested or not shown; [ ] = dose if it differs, or a comment. Unless noted, calls come from the whole dose curve; as a rule, active = well fitted curve in the direction sought with a large enough effect; inconclusive = small, poorly fitted or top-dose-only effect, or another doubt; inactive = no such curve, though single readings can be large; an effect the other way counts as inactive or inconclusive. Not all compounds are listed; rates above refer to the full screens.

SMILES	TRPV1 ag	PKM2 act	hERG WT inh	B2AR arrestin	GALK inh	FBPA coupling cs	Giardia killer	KCNH2 3.1 block	MLL CXXC-DNA inh	USP2a inh	Menin MLL FP TR
COc1cc(COc2ccc3c(C)c(CCC(=O)O)c(=O)oc3c2)cc(OC)c1OC	-2	/	4	0.4%	4%	3	-29	0	-13%	1%	8%
CCOC(=O)c1ccc(NC(=S)Nc2ccc3[nH]c(=O)[nH]c3c2)cc1	-4	-1%	-16	3.9%	0%	0	-7	3	-6%	0%	/
O=C1c2ccccc2C(Nc2cccnc2)N1Cc1ccccc1Cl (stereo unspecified)	6	-15%	-16	0.0%	1%	-3	-4	19	-6%	1%	9%
Cc1ccc(CN(C)C(=O)c2cc(S(=O)(=O)N3CCOCC3)ccc2F)o1	/	/	4	-0.3%	/	/	4	6	/	-8%	/
CC1(C)C2CCC(C2)C1(C)NC(=O)CN1CCCC1 (stereo unspecified)	4	3%	3	-0.9%	-3%	1	-5	-9	-11%	2%	1%
CC(=O)Oc1ccc(Cn2cnc3cc4ccccc4cc32)cc1	2	1%	4	4.5%	0%	-4	18	0	12%	2%	14%
COc1cccc(C(c2c(NC(=O)c3ccccc3)sc(C)c2C)N2CCN(C)CC2)c1 (stereo unspecified)	?	6%	26	-0.3%	0%	6	29	?	13%	3%	3%
Cc1nnc(N(C)C(=O)c2ccc3c(c2)OCO3)s1	3	2%	-3	-0.1%	4%	1	-2	-1	1%	2%	17%
Cc1cc(C)c2c(c1)/C(=N/Nc1ccc(S(N)(=O)=O)cc1[N+](=O)[O-])CCC2	3	7%	28	-0.1%	2%	2	6	0	-23%	0%	28%
NC(=O)C1=C[C@H](c2ccc3c(c2)OCO3)C[C@H](OCc2ccc(CO)cc2)O1	-3	4%	0	0.2%	4%	-15	6	-7	1%	-3%	1%
Cc1noc(C)c1S(=O)(=O)Nc1ccccc1Cl	0	/	25	-0.3%	7%	10	34[activator]	-6	18%	-1%	19%
COc1ccc(CCN(Cc2cccs2)S(=O)(=O)c2ccc(S(=O)(=O)N(C)C3CCCCC3)cc2)cc1OC	1	9%	0	-0.6%	0%	3	-3	-9	12%	3%	3%
O=C(NCCCc1ccccc1)c1ccc(CS(=O)Cc2ccccc2Cl)o1 (stereo unspecified)	1	/	-4	0.2%	1%	4	13	20	11%	0%	10%
CC(=O)Nc1ccc(NC(=O)c2cc(=O)c3ccc(C)cc3o2)cc1	-2	/	-41	0.0%	1%	1	4	-11	9%	2%	-21%
CCOC(=O)/C=C/[C@H]1CC2(CCO1)SCCCS2	0	/	-20	0.1%	/	/	-7	7	/	1%	/
CCOC(=O)c1cc(=O)c2c([N+](=O)[O-])ccc(OC)c2o1	3	0%	-40	-1.4%	/	3	-10	-6	-5%	2%	0%
O=C(N/N=C/c1ccc(OC(F)F)cc1)C1=COCCO1	?	-4%	-5	0.2%	11%	1	15	-23	-14%	1%	-12%
COc1cc(/C=C/c2noc(-c3ccccc3O)n2)cc(OC)c1OC	4	14%	2	-0.7%	0%	3	16	-4	0%	1%	0%
CCCc1cc(=O)[nH]c(SCC(=O)c2cc(C)n(CCOC)c2C)n1	-2	-2%	14	0.1%	8%	1	1	1	5%	3%	16%
O=C(Cc1ccccc1)Nc1ccc(S(=O)(=O)N2CCOCC2)cc1	24	/	-4	0.0%	-2%	0	-15	-7	4%	0%	0%
CC1CCCCN1S(=O)(=O)c1cnc(Cl)c(Br)c1 (stereo unspecified)	12	-5%	-14	-0.2%	1%	4	-11	6	-4%	1%	-5%
O=c1c(Br)c(NCc2ccccc2)cnn1-c1ccc(F)cc1	-2	-1%	1	-0.9%	0%	0	9	-15	14%	-2%	-4%
CCOC(=O)CCC(=O)N1CCOCCOCCN(C(=O)CCC(=O)OCC)CCOCCOCC1	-1	0%	2	-0.6%	0%	1	2	-1	2%	4%	-5%
CC(NC(=O)c1ccc([N+](=O)[O-])o1)C1CC2CCC1C2 (stereo unspecified)	/	/	0	0.0%	/	/	?	14	/	0%	/
CCOC(=O)/C=C1\CN(CCC(C)C)S(=O)(=O)c2ccccc21	8	2%	2	3.1%	/	2	0	-7	-6%	1%	-12%
C=CCn1cnc2c(nnn2-c2ccc(C)c(C)c2)c1=O	13	3%	-13	0.0%	-1%	1	6	-3	7%	1%	-6%
C=CCNc1nc(N2CCCCC2)c(C#N)c2c1CN(Cc1ccccc1)CC2	29	0%	15	-1.4%	-1%	-5	2	-13	1%	4%	-12%
COc1ccc(C2Nc3ccccc3C(=O)N2NS(C)(=O)=O)cc1 (stereo unspecified)	3	-2%	2	-0.1%	1%	-4	-10	3	0%	2%	-2%
COc1cc(/C=C/C(=O)OCC(=O)NC2CC2)cc(OC)c1OC	/	/	2	-0.7%	/	/	-7	-1	/	2%	/
COc1ccc(CCCC(=O)NC2CCCCC2C)c(C)c1 (stereo unspecified)	16	-9%	-4	-0.8%	/	5	-18	-3	3%	3%	-15%
CCCCn1c(N)c(N(CC)C(=O)CCNC(=O)c2ccc(Cl)cc2)c(=O)[nH]c1=O	/	/	-2	-0.2%	/	/	0	3	/	0%	/
COc1ccc(NC(=O)Nc2ccc3c(c2)C(=O)N([C@H](C)CO)C[C@H](C)[C@@H](CN(C)C(=O)Nc2ccccc2)O3)cc1	/	/	-13	-0.6%	/	/	-20	-1	/	-4%	/
CC(C)=NN/C(N)=N/C(=S)Nc1ccc(C)cc1	2	-4%	-1	-3.0%	3%	-1	4	4	13%	1%	-1%
CCCOC(=O)CSC1=C(C#N)C(c2ccccc2OC)C(C#N)C(=O)N1 (stereo unspecified)	1	-2%	14	-0.1%	0%	3	14	-10	3%	0%	-7%
O=C(c1ccccc1)N1CCN(c2ncnc3c2cnn3-c2ccccc2)CC1	2	1%	5	-0.8%	-4%	/	7	1	-10%	0%	1%
C=CCNC(=S)N/N=C(\C)c1ccc(OC)cc1	16	11%	-1	-0.2%	2%	2	-11	/	13%	-1%	-13%
COc1ccc2ccccc2c1/C=N/Nc1cccc(C(=O)O)c1	-2	/	-11	-0.8%	-2%	3	-6	5	3%	-1%	?
CCOc1ccc(NC(=O)CC2CC(C)(C)OC2=O)cc1 (stereo unspecified)	7	-3%	4	0.2%	11%	4	25	-2	0%	1%	-1%
CC(NC(=O)Nn1cnnc1)(C(F)(F)F)C(F)(F)F	-4	-15%	-22	-0.2%	-2%	0	4	17	-1%	1%	/
O=c1nc2s/c(=C\c3ccc(-c4ccccc4[N+](=O)[O-])o3)c(=O)n2nc1-c1ccccc1	-2	-7%	-4	-2.4%	0%	-50*	-5	/	-2%	3%	?
N#CC(c1ccccc1)N(CCCCl)C(=O)c1ccccc1 (stereo unspecified)	0	-10%	/	-0.3%	0%	0	12	31	10%	0%	-1%
CN1CCN(C(c2cc3cc4c(cc3[nH]c2=O)OCCO4)c2nnnn2C2CCCC2)CC1 (stereo unspecified)	-7	2%	/	0.4%	0%	2	/	/	6%	0%	-2%
O=C(O)c1cccc(S(=O)(=O)N2CCN(c3ccccn3)CC2)c1	1	14%	-10	-1.0%	0%	8	3	15	-4%	1%	-5%
CC(=O)Nc1cccc(N2C(=O)CC(N3CCC(C(=O)N4CCCCC4)CC3)C2=O)c1 (stereo unspecified)	2	0%	3	0.3%	-1%	3	-1	1	-2%	1%	-2%
COCCCNC(=O)Cn1cc2c(n1)CCC(C)C2 (stereo unspecified)	2	3%	-6	0.0%	0%	3	0	5	-1%	-5%	0%
COC(=O)c1cc2c(ccn2-c2ccc(F)cc2)n1CC(C)C	-4	9%	11	-0.8%	-2%	/	-13	-14	11%	1%	17%
